Screening data deposited in PubChem BioAssay by National Center for Advancing Translational Sciences (NCATS).
A-T KAP1 phos = potential ataxia-telangiectasia treatment; […] A-T fibroblasts, KAP-1 phosphorylation AlphaLISA; neocarzinostatin DNA damage 30 min before lysis; Potency, µM (series often up to 57.5 µM), without a hit: at the highest dose activation, usual class: activators; 320,000 tested, 0.19% active; AID 485349; note: potency is the fitted concentration of half-maximal effect; % of control where 0% means no effect; nearly all actives have a fitted effect of over 45% in size
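ATM-like activity read as KAP-1 phosphorylation via AlphaLISA donor/acceptor antibody pairs after lysis and 6 hr at 25C. Cells were ATM-null patient fibroblasts ([…], hTERT), dosed 60 min, then exposed to the DSB inducer NCS for 30 min.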
CXXC DNA block = blocks binding of human MLL CXXC domain to DNA. Q03164. MLL-CXXC / FITC-HOXA9 DNA fluorescence polarization. Potency, µM (highest dose often 115 µM), inactives show at the highest dose activity change, negative = inhibition, hits mostly inhibitors. 290,000 tested, 0.037% active; active = well fitted inhibition curve with a large enough effect in the polarisation, with a control signal flat, not every such curve was filed as active; inconclusive = small, poorly fitted or top-dose-only effect, or effect the other way, or a change in a side signal; inactive = no such curve, though single readings can be large or run the other way; the % refers to the polarisation; note: potency is the fitted concentration of half-maximal effect
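Steps: dispense CXXC domain solution (7 uM) → pin compounds or unlabeled HOX-A9 DNA control → 5 min ambient → add FLSN-HOX-A9 solution (50 nM) → spin → 30 min ambient → fluorescence polarization. Tris pH 7.5/NaCl/DTT/BSA buffer.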
MBNL1-CUG inh = blocks human MBNL1 binding to CUG repeat RNA. 280,000 tested, 0.036% active. Potency, µM (doses to about 57.5 µM), for inactives: top-dose activity change, negative = inhibition, most hits filed as inhibitors. AID 2675. TR-FRET MBNL1-His/biotin-(CUG)12 binding, 665/545 ratio. Q9NR56; active = well fitted inhibition curve with a large enough effect in the signal ratio, with a control signal flat, not every such curve was filed as active; inconclusive = small, poorly fitted or top-dose-only effect, or effect the other way, or a change in a side signal; inactive = no such curve, though single readings can be large or run the other way; the % refers to the signal ratio; note: potency is the fitted concentration of half-maximal effect; % is set by controls: 0 for no effect and ±100 for the full control effect
Target sequence (Q9NR56 whole entry, looked up): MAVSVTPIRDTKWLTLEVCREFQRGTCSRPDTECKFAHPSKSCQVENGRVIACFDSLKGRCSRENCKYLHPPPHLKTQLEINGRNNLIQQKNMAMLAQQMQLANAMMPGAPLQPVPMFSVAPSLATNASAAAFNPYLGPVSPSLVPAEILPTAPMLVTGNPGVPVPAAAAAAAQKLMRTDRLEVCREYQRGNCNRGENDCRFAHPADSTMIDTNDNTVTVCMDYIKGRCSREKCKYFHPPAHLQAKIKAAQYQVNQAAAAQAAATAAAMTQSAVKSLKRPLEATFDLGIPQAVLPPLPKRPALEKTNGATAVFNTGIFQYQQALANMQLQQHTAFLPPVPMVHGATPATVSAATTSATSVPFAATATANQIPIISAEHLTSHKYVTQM
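MBNL1-His + Biotin-(CUG)12, cpd titration 92 nM–58 uM; Tb anti-His Ab 0.055 ng/ul, SA-XL665 5 nM (final); 60 min RT; ratiometric 665/545 nm, Ex 340 nm; normalized to buffer and full-complex controls.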
ASM inhibitor = inhibitors of human secretory acid sphingomyelinase | P17405 | placental ASM, HMU-PC fluorogenic substrate, 60 min | Potency, µM (top dose mostly 57.5 µM), for inactives: top-dose activity change, negative = inhibition, hits mostly inhibitors | 340,000 tested, 0.006% active | AID 504937; note: potency is the fitted concentration of half-maximal effect
Target sequence (P17405 47-631 limits assumed): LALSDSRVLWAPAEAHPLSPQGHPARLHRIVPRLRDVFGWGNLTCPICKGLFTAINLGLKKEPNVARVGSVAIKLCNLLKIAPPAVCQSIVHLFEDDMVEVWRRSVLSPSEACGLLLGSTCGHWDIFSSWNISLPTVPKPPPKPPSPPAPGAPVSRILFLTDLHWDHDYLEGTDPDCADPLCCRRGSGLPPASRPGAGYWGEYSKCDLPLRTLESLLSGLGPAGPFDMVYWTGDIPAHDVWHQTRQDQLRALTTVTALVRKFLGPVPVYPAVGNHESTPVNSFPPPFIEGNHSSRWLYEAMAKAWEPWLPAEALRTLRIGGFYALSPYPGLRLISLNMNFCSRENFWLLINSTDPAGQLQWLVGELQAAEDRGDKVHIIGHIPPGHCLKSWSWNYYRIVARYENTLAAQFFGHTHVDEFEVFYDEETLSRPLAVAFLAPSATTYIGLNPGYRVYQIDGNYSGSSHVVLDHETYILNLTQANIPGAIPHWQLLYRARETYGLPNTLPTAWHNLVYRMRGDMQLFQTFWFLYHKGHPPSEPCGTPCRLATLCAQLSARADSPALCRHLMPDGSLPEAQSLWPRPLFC
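Fluorogenic HMU-PC substrate (9 uM final) is turned over by placental ASM in 60 min at 37 C after a 10 min compound preincubation. Reaction ended by alkaline stop (pH 10), with fluorescence read at 386/447 nm.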
TCR act = activates T cell receptor signaling. AID 504894. Potency, µM (highest dose often 9.22 µM), for the others: top-dose activation of IL-2 secretion, actives largely listed as activators. primary human leukocytes, anti-CD3, IL-2 HTRF, 48 h. 330,000 tested, under 10 active; note: % of control where 0% means no effect
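1) Mix primary human leukocytes, a-CD3 beads and compound. 2) Incubate 48 hr. 3) Add HTRF IL-2 reagents (a-IL-2-K, a-IL-2-d2).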
PTAP TSG101 blk = blocks PTAP/TSG101 interaction to inhibit HIV-1 budding; 340,000 tested, under 10 active; Potency, µM (top dose mostly 115 µM), for the others: at the highest dose activity change, negative = inhibition, hits mostly inhibitors; Fluorescence polarization, FITC-PTAP peptide / Tsg101 binding; AID 493005; active = well fitted inhibition curve with a large enough effect in the main read-out, with a control signal flat, not every such curve was filed as active; inconclusive = small, poorly fitted or top-dose-only effect, or effect the other way, or a change in a side signal; inactive = no such curve, though single readings can be large or run the other way; note: potency is the fitted concentration of half-maximal effect; % of control where 0% means no effect
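Steps: Tsg101 binding domain dispensed (10 uM final), compounds pinned in DMSO, FITC-labeled PTAP-motif peptide added (50 nM final); after 20 min binding at room temperature, polarization measured.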
Menin-MLL TR inh = inhibitors of human menin-MLL interaction, mutant MLL peptide. O00255. Menin + Texas Red MLL mutant peptide, fluorescence polarization. Potency, µM (highest dose often 61.6 µM), inactives show at the highest dose FP activity change, negative = inhibition, hits mostly inhibitors. 270,000 tested, 0.23% active. AID 1768; active = well fitted inhibition curve with a large enough effect in the polarisation, with a control signal flat, not every such curve was filed as active; inconclusive = small, poorly fitted or top-dose-only effect, or effect the other way, or a change in a side signal; inactive = no such curve, though single readings can be large or run the other way; the % refers to the polarisation; note: potency is the fitted concentration of half-maximal effect; % of control where 0% means no effect; many of its hits are not listed in these tables
Integrin act MD = activators of alpha7 integrin expression for muscular dystrophy. alpha7betagal myoblasts, beta-gal FDG fluorescence, 48 h. Potency, µM (series often up to 38.3 µM), for inactives: at the highest dose activation, most hits filed as activators. 350,000 tested, 0.064% active. AID 624291;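 note: potency is the fitted concentration of half-maximal effect; 100% = response of the positive control SU9516; nearly all actives have a fitted effect of over 60% in size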
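alpha7betagal+/- myoblasts (passage 13, 250/well) treated 48 h at 37C with compounds at 1:260 dilution of DMSO stock. Lysed, then beta-galactosidase activity read as FDG fluorescence (ex 480/em 540) after 30 min, with pre-read for autofluorescence.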
TSHR antag = human thyrotropin receptor antagonism | TSHR-expressing cells, TSH-stimulated cAMP HTRF, 2 h; stronger effect = lower value | activity change, negative = inhibition, % at 11.5 µM | 330,000 tested, 0.2% active | AID 504810;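 active = activity change below a set negative limit, meaning inhibition stronger than a set level, cut at about -70% in these data; inconclusive = activity change between two set negative limits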; note: % is set by controls: 0 for no effect and ±100 for the full control effect
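TSHR-expressing cells, 200/well, pre-treated with compound, then stimulated with EC80 TSH (4nM final) for 2 hours at 37 deg C. cAMP measured by competitive HTRF: anti-cAMP cryptate antibody in lysis buffer plus cAMP-d2, read after 30 minutes at room temperature.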
Mito fusion yeast = blocks mitochondrial division or promotes mitochondrial fusion; S. cerevisiae fusion-defective mutant growth rescue, CellTiterGlo 48 h; Potency, µM (titrated, usually from 46.1 µM), for the others: top-dose growth rescue (activation), most hits filed as activators; 320,000 tested, 0.23% active; AID 485298;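 note: potency is the fitted concentration of half-maximal effect; % of control where 0% means no effect; nearly all actives have a fitted effect of over 45% in size; temperature-sensitive fusion mutants such as fzo1-1 at 37 °C on non-fermentable ethanol glycerol medium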
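Yeast fusion mutant, YPEG (non-fermentable carbon), compound, 48 h at 37C non-permissive; CellTiterGlo added, 10 min RT, luminescence read. Rescued growth = division inhibition.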
Active calls of the source: *; ? = inconclusive; nt = no result given; & = joins results of further samples; [ ] = another dose, or the depositor's remark. Unless noted, calls come from the whole dose curve; as a rule, active = well fitted curve in the direction sought with a large enough effect; inconclusive = small, poorly fitted or top-dose-only effect, or another doubt; inactive = no such curve, though single readings can be large; an effect the other way counts as inactive or inconclusive. Only part of the results is shown; rates above refer to the full screens.

Molecule	Integrin act MD	CXXC DNA block	PTAP TSG101 blk	Menin-MLL TR inh	A-T KAP1 phos	TSHR antag	TCR act	Mito fusion yeast	MBNL1-CUG inh	ASM inhibitor
CCn1c(SCC(=O)NC(=O)c2ccccc2OC)nc2ccccc21	7%	1%	1%	nt	-11%	12	6%	-2%	-8%	2%
COC(=O)c1ccc2c(c1)NC(=O)C1CCCN21 (centres undefined)	0%	nt	1%	nt	nt	nt	-3%	nt	nt	11%
O=C(CN(C(=O)Cn1nnc(-c2ccc(F)cc2)n1)c1cnc2ccccc2c1)NCC1CCCO1 (centres undefined)	23%	-18%	-12%	7%	-1%	-9	-5%	-10%	7%	1%
O=c1c2cc(N3CCOCC3)ccc2[nH]c(=S)n1CCN1CCCC1	-7%	3%	-4%	-7%	3%	-7	0%	-1%	0%	34%[activator]
COc1ccc(S(=O)(=O)NCc2cccnc2)cc1C(=O)NC1CCCCC1	-21%	7%	nt	16%	-1%	-12	-4%	0%	-2%	-1%
O=C(O)C1(P(=O)(c2ccc(Cl)cc2)c2ccc(Cl)cc2)CCCC1	49%	9%	1%	-12%	0%	4	2%	-7%	-6%	3%
CCOc1ccccc1NC(=O)C1C2CCC(O2)C1C(=O)O (centres undefined)	21%	7%	-3%	-1%	-2%	-5	-10%	-1%	-2%	1%
CCCCN1C(N)=NC[C@@H]1c1ccccc1	19%	nt	-1%	nt	nt	nt	4%	nt	nt	0%
COC(=O)CCCNC(=O)c1ccc(OC2CCN(CCc3ccccc3)CC2)cc1	0%	-3%	-6%	-18%	2%[11.5 µM]	5	-8%	-9%	-5%	2%
CCN1CCCC1CNCC(O)COc1ccc(C(C)(C)C)cc1C (centres undefined)	-52%[inhibitor]	2%	0%	-12%	-3%	-4	-6%	1%	nt	1%
CCOC(=O)c1cc2sc(C)cc2n1CC(=O)NCc1ccc(F)cc1	14%	10%	-1%	-9%	-1%	10	2%	4%	60%[activator]	0%
Cn1cnc(S(=O)(=O)Nc2ccc(Cl)c(C(F)(F)F)c2)c1	3%	3%	-1%	11%	-4%	6	7%	7%	-3%	-2%
COc1ccc(S(=O)(=O)Nc2ccc(NC(C)=O)cc2)cc1[N+](=O)[O-]	20%	3%	1%	9%	1%	3	4%	1%	?	1%
O=C(NCc1nc2ccccc2[nH]1)C1=C[C@@H](c2ccc(Br)cc2)C[C@@H](OCc2ccc(CO)cc2)O1	-14%	-8%	-4%	-1%	5%	11	0%	-2%	-6%	-16%
Cc1ccc(NC(=O)C(=O)NCc2ccc(/C=C(/C#N)C(=O)NCc3cccnc3)o2)cc1C	-18%	9%	0%	6%	-5%	0	0%	-3%	-14%	6%
CC(=O)N1N=C(c2ccccc2)CC1c1cccs1 (centres undefined)	19%	-9%	-10%	1%	-1%	1	-5%	-10%	5%	2%
COc1ccc(NC(=O)c2ccc(NC(=O)CSc3nccc(=O)[nH]3)cc2)cc1	-17%	-12%	0%	nt	-5%	21	-1%	-1%	6%	-1%
O=C(O)CS(=O)(=O)c1ccc(Oc2ccc(S(=O)(=O)CC(=O)O)cc2)cc1	4%	-7%	-4%	-8%	19%	-9	-1%	-1%	-2%	-1%
CCOC(=O)c1c(C)nn(-c2ccc(NC(=O)/C=C/C(=O)O)cc2)c1C	-16%	-19%	-2%	nt	0%	1	2%	-3%	-11%	5%
COCCCNC(=O)CN1C(=O)/C(=C/c2ccccc2C)Sc2ccccc21	0%	5%	0%	-17%	-2%	-7	-1%	7%	19%	-3%
CC1(C)CC2CC(C)(CN2C(=O)c2ccc([N+](=O)[O-])cc2)C1 (centres undefined)	35%	-11%	-2%	3%	-5%	7	8%	4%	?	4%
COc1ccc(COC(=O)C2CCN(S(=O)(=O)c3cccs3)CC2)cc1	11%	nt	-2%	nt	4%	0	1%	-2%	nt	-1%
Cc1ccc(C(=O)NC(=S)Nc2ccccc2C(F)(F)F)cc1C	-15%	-6%	-4%	11%	6%	-1	3%	0%	1%	-8%
COc1ccc(-c2cc(C(=O)NCCc3ccccc3)no2)cc1OC	-13%	0%	nt	26%	-5%	0	nt	-1%	-7%	0%
CCN(CC)c1ccc(S(=O)(=O)N2CCCCC2)cc1NC(=O)C1CCC1	-12%	nt	-1%	nt	12%	0	-15%	12%	nt	-2%
Nc1cccc2c1nnn2C1OC(CO)C(O)C(O)C1O (centres undefined)	nt	3%	nt	-4%	1%	-11	nt	-8%	4%	nt
COCCOc1ccc(C(F)(F)F)cc1NC(=O)c1ccc(C(F)(F)F)cc1	30%	?	3%	9%	6%	-6	0%[46.1 µM]	?	-14%	4%
CCN(CC)S(=O)(=O)c1ccc2oc(C(=O)N3CCCCCC3)c(C)c2c1	-1%	8%	-4%	0%	14%	-25	3%	4%	-3%	-3%
COc1ccc2c(c1)O[C@@H](c1cccc(C(F)(F)F)c1)[C@H](OC(=O)N[C@H]1CCCc3ccccc31)C2=O	nt	16%	nt	1%&-1%	0%	0	nt	8%	-12%	nt
CC(C)c1ccc(-c2csc(NC(=O)c3cccs3)c2C(=O)O)cc1	?	14%	0%	?	4%	-17	1%	-2%	-5%	1%
CCOC(=O)c1c(NC(C)=O)sc2c(OC)c(Br)ccc12	3%	12%	-19%	nt	3%	12	2%	5%	-1%	-1%
COc1ccc(OC)c(/C=N/NC(=O)C(=O)N2CCCC2)c1	-28%	23%	-1%	-1%	-1%	17	1%	1%	23%	14%
CC1=C(C(N)=O)C(c2ccccc2F)n2nc(CCCO)nc2N1 (centres undefined)	35%	?	-1%	14%	-3%	-5	-1%	0%	1%	13%
CN1C2=CC=CC=CC2=[N+](C)C12C=CC(=[N+]([O-])[O-])C=C2[N+](=O)[O-] (centres undefined)	4%	?	0%	-19%	3%	-7	-9%	-2%	?	-7%
COCCN(C(=O)C1CCCO1)c1c(N)n(CC(C)C)c(=O)[nH]c1=O (centres undefined)	-9%	nt	-3%	nt	5%	9	6%	-1%	nt	3%
O=[N+]([O-])c1nn(-c2ccc(Cl)cc2)n(O)c1=NCc1ccncc1	15%	12%	-5%	5%	-1%	-9	-2%	1%	?	-9%
Cc1nc2sccn2c(=O)c1S(=O)(=O)Nc1ccc(N2CCN(C(=O)C(C)C)CC2)cc1	10%	0%	-6%	-17%	5%	18	-8%	6%	?	1%
COc1ccc(C(=O)N2CCN(S(=O)(=O)c3ccc(C)cc3C)CC2)cc1OC	-2%	6%	-3%	3%	-8%	0	4%[46.1 µM]	1%	-3%	-2%
COc1ccccc1NC(=O)Nc1ccc(C(=O)N2CCCCC2)cc1	-31%	-8%	0%	nt	-4%	8	-1%	0%	-12%	1%
O=C(NNC(=O)c1ccccc1[N+](=O)[O-])c1ccccc1[N+](=O)[O-]	-28%	0%	-6%	25%	-4%	-5	0%	4%	?	-2%
Cc1ccc(S(=O)(=O)N2CCN(C(=O)CN3CCCSc4ccccc43)CC2)cc1	-26%	nt	-1%	nt	3%	-5	-9%	8%	nt	3%
O=C(Nc1ccccc1N1CCOCC1)c1ccc(Br)o1	-2%	-1%	0%	-15%	5%	12	3%	6%	-6%	-3%
O=c1cc(O)c2ccc(O)cc2o1	4%	?	-4%	3%	11%	-24	7%	1%	3%	6%
CCOC(=O)C1=C(CSCC(=O)OC)NC(=O)NC1c1cc(C)ccc1C (centres undefined)	-8%[7.66 µM]	-5%	-11%	?	-2%	-2	nt	-1%	0%	2%
Cc1cc(NC(=O)CSc2cc(Cl)ccc2Cl)n(-c2ccccc2)n1	11%	5%	-10%	5%	20%	42	7%[46.1 µM]	?	-26%	-3%
COCc1nc2ccccc2n1Cc1ccc(Br)cc1	8%	-1%	-1%	?	8%	1	0%	13%	2%	0%
O=C(CCl)N(c1ccccc1)C1CCCCC1	-57%[inhibitor]	-1%	-6%	?	nt	16	-3%	2%	-1%	2%
O=C(OCCN1CCOCC1)c1ccc2c(c1)OCCO2	9%	-3%	-7%	13%	nt	nt	1%	-3%	-6%	3%
O=C(CNC(=O)c1ccc(Cl)cc1)NNc1c(F)c(F)cc(F)c1F	2%	nt	-5%	nt	0%	2	3%	nt	nt	-1%
Cc1cc(C)nc(SCC(=O)NCC2COc3ccccc3O2)n1 (centres undefined)	-5%	nt	0%	nt	-4%	-5	-1%	4%	nt	0%
COc1cc(NC(=O)CSc2ccc(-c3cccnc3)nn2)cc(OC)c1	-27%	5%	-4%	nt	5%	8	1%	-1%	-7%	-4%
